Compound activity deposited in PubChem BioAssay by National Center for Advancing Translational Sciences (NCATS).
ATXN viability = viability counter-screen for ATXN expression inhibitors. actives 0.49% (n = 400,000). AID 651635. S2 cells (HEK-293 line with an ATXN2-luciferase reporter) viability, CellTiter-Fluor protease fluorescence, 24 h. Potency, µM (top dose mostly 56.7 µM), usual class: cytotoxic; note: nearly all actives have a fitted effect of over 40% in size
EPAC2 antag = blocks human EPAC2 exchange factor; Q8WZA2; EPAC2 GEF exchange of Rap1B-BODIPY-GDP, fluorescence; Potency, µM (top dose mostly 114 µM), for the others: top-dose activity, negative = inhibition, actives largely listed as inhibitors; actives 0.18% (n = 360,000); AID 720708; note: % is set by controls: 0 for no effect and ±100 for the full control effect; nearly all actives have a fitted effect of over 45% in size; many of its hits are not listed in these tables
Target sequence (Q8WZA2 whole entry, looked up): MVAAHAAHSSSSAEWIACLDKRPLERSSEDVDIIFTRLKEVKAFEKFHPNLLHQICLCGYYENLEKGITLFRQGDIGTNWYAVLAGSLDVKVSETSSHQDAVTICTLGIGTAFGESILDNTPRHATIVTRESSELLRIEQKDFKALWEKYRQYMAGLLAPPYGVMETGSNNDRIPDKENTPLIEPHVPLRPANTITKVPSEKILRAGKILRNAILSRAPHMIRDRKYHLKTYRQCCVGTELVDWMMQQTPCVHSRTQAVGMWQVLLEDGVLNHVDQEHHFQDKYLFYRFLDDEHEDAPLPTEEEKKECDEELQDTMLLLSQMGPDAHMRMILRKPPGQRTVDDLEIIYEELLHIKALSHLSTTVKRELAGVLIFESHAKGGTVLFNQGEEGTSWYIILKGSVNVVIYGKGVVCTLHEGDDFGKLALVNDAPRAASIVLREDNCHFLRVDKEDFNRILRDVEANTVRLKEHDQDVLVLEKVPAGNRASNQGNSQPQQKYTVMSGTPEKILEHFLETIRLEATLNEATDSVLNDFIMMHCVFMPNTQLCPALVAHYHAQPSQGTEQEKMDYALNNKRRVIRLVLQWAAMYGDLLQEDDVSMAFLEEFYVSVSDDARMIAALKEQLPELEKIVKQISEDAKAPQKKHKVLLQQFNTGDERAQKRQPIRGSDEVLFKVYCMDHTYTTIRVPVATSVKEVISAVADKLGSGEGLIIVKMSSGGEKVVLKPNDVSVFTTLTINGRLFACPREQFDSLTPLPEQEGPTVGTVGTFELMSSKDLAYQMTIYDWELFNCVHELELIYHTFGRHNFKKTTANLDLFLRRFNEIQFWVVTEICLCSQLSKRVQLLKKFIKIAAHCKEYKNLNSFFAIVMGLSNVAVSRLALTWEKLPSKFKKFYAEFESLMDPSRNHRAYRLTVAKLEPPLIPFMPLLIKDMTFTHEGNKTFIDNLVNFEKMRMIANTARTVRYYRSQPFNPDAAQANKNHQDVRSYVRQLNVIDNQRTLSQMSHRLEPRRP
MCF10A rerep = inducers of DNA re-replication in MCF 10A breast cells. MCF 10A DNA re-replication, Hoechst nuclear intensity, 48 h. Potency, µM (series often up to 46.1 µM), inactives show at the highest dose activity, positive = re-replication, actives largely listed as activators. actives 2.9% (n = 350,000); note: % of control where 0% means no effect; nearly all actives have a fitted effect of over 50% in size
HepG2 viability = kills HepG2 cells in TGF-b inhibitor counter-screen; HepG2 CAGA-GFP viability, ATP luminescence, 18 h; Potency, µM (doses to about 46.1 µM), inactives show top-dose activity change, negative = cytotoxicity, hits mostly cytotoxic; actives 0.76% (n = 410,000); note: some results filed as inactive show a strong effect at the top dose
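CellTiter-Glo luminescence gave cytotoxicity after 18 hours at 37 degrees C. The cells were HepG2 CAGA-GFP in 1% FBS DMEM, stimulated with 500 pg/mL TGF-beta after compound addition. %Activity was normalised to no-cell wells (complete cell-killing) and DMSO (no toxicity), and curves were fitted and classified.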
Nrf2 ARE act = Nrf2 pathway activation. AREc32 ARE-luciferase reporter (MCF7-derived line), luminescence, 24 h. Potency, µM (series often up to 46.1 µM), without a hit: at the highest dose activation, most hits filed as activators. actives 0.31% (n = 410,000). AID 624171; note: % of control where 0% means no effect; nearly all actives have a fitted effect of over 65% in size
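AREc32 cells carrying an ARE-driven firefly luciferase, 1000 cells/well in OPTI-MEM with 5% FBS, dosed after overnight attachment and incubated 24 hr at 37 deg C. Steady-Glo luminescence read after 30 min at RT.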
TGFb inhibitor = TGF-b pathway inhibition; HepG2 CAGA-GFP TGF-b/SMAD3 reporter, GFP fluorescence, 18 h; TGF-beta stimulated, 500 pg/mL final; Potency, µM (titrated, usually from 46.1 µM), for inactives: at the highest dose activity, negative = inhibition, hits mostly inhibitors; actives 1.2% (n = 410,000); AID 588855; note: % is set by controls: 0 for no effect and ±100 for the full control effect; nearly all actives have a fitted effect of over 65% in size
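First, reporter cells (HEPG2 CAGA-GFP) rested 2 h at 37 degrees C. Next, compounds were pinned in and TGF-beta added to 500 pg/mL final. After 18 h, GFP was imaged per cell and summed per well.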
ATXN2 expr inh = inhibitors of ATXN2 expression. HEK-293 ATXN2-luciferase reporter, luminescence, 24 h. Potency, µM (highest dose often 57 µM), for inactives: top-dose activity change, negative = inhibition, usual class: inhibitors. actives 0.72% (n = 360,000). AID 1745845; note: % is set by controls: 0 for no effect and ±100 for the full control effect; nearly all actives have a fitted effect of over 55% in size
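ATXN2-luciferase reporter cells (luciferase flanked by upstream and downstream ATXN2 gene portions) were treated 24 h at 37 °C with compounds at up to 57 uM. SteadyGlo luminescence gave expression; GF-AFC fluorescence gave viability.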
Nrf2 block = blocks Nrf2 signaling; A549 ARE-Fluc reporter, luciferase luminescence, 18-24 h; actives 2.1% (n = 360,000); Potency, µM (top dose mostly 46 µM), for the others: at the highest dose activity change, negative = inhibition, actives largely listed as inhibitors; note: % is set by controls: 0 for no effect and ±100 for the full control effect; nearly all actives have a fitted effect of over 60% in size
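Cells were seeded and rested 2 h, then exposed to compounds for 18-24 h. CellTiter-Fluor was read first as a viability measure. BugLite was added 15 min before the final luminescent read of ARE-luciferase activity in A549 cells.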
A549 tox = counter-screen for Nrf2 inhibitors: cytotoxicity in A549 cells; A549 ARE-Fluc cells, CellTiter-Fluor viability, 18-24 h; Potency, µM (titrated, usually from 46 µM), for the others: at the top dose activity change, negative = cytotoxicity, actives largely listed as inhibitors; actives 0.16% (n = 390,000); note: % is set by controls: 0 for no effect and ±100 for the full control effect
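Cytotoxicity counterscreen: CellTiter-Fluor fluorescence was measured in A549 ARE_Fluc cells after 18-24 h of compound exposure in a concentration series. The subsequent BugLite luminescent read reports ARE-luciferase activity.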
Active calls of the source: *; i = inactive; ? = inconclusive; · = not tested or not shown; & = joins results of further samples; [ ] = dose if it differs, or a comment. Calls come from the whole dose curve; as a rule, active = well fitted curve in the direction sought with a large enough effect; inconclusive = small, poorly fitted or top-dose-only effect, or another doubt; inactive = no such curve, though single readings can be large; an effect the other way counts as inactive or inconclusive. Potency is the fitted concentration of half-maximal effect. A portion of the library (hit frequency here may not be typical).

Second line of a record – ATXN viability	EPAC2 antag	MCF10A rerep	HepG2 viability	Nrf2 ARE act	TGFb inhibitor	ATXN2 expr inh	Nrf2 block	A549 tox
- O=C(CSc1ccc2ccccc2n1)NCCC1=CCCCC1
  i	-1%	?	-17%	-0.5%	?	8%	7%	12%
- O=C(CSc1nnc(-c2ccco2)n1-c1ccccc1)N1CCN(C(=O)c2ccco2)CC1
  i	-1%	1%	-43%	1.7%	3%	7%	-9%	2%
- COC(=O)c1ccc(NC(=O)Cn2ccn3nc(-c4ccc(OC)cc4)cc3c2=O)cc1
  i	·	·	-2%	-0.6%	0%	4%	·	0%
- CCn1ccc(C(=O)Oc2ccc(C(C)C)cc2)n1
  i	-6%	?	-7%	5.0%	-1%	7%	5%	3%
- CCC(CO)Oc1cc(NCc2ccccc2O)c2ncn(C(C)C)c2c1 (configuration not stated)
  i	-2%	-16%	-12%	8.3%	-16%	?	?	-14%
- CCc1c(C)nc(N)n2c(SCC(=O)N3CCCC(C)C3)nnc12 (configuration not stated)
  i	16%	-5%	-3%	0.1%	-3%	1%	3%	0%
- COCCCNC(=O)Cn1c(=O)n(-c2ccccc2)c(=O)c2c1c1cc(OC)ccc1n2C
  i	·	·	-5%	-0.3%	0%	2%	17%	-8%
- CCOC(=O)Cn1c(=O)c(-c2ccccc2NCc2ccccc2)nc2ccccc21
  i	-5%	-1%	-2%	0.1%	-9%	?	4%	-14%
- CN(CC(=O)NCc1ccco1)CC(=O)Nc1ccc(F)c(F)c1F
  i	15%	-53%[inhibitor]	3%	3.0%	23%	0%	1%	0%
- COC(=O)c1[nH]c(C)c(/C(O)=C2\C(=O)C(=O)N(CCN(C)C)C2c2cccs2)c1C (configuration not stated)
  ?	8%	-1%	4%	-0.4%	6%	1%	2%	·

(further entries)
Second line of a record – ATXN viability	EPAC2 antag	MCF10A rerep	HepG2 viability	Nrf2 ARE act	TGFb inhibitor	ATXN2 expr inh	Nrf2 block	A549 tox
- CCOC(=O)Cn1c(=O)cc(C)c2cccc(C)c21
  i	?	?	17%	-0.4%	7%	-9%	11%	0%
- Cc1noc(C)c1S(=O)(=O)Nc1ccc(C(=O)O)cc1
  i	7%	2%	3%	-0.8%	0%	2%	12%	-2%
- CCOC(=O)CNC(=O)CSc1nc(Cc2cccs2)nc2ccccc12
  i	16%	-8%	-53%	13%	?	4%	-7%	-1%
- COc1ccc(C2C(C(=O)N3CCCCC3)c3ccccc3C(=O)N2C)cc1 (configuration not stated)
  i	3%	12µM*	-19%	-0.2%	-8%	3%	-6%	-27%
- Cc1ccc(Nc2cc(C)nn2-c2nc(C)cc(=O)[nH]2)cc1
  2µM*	4%	?	-27%	?	2.2µM*	1.1µM*	1.8µM*	13µM*
- COc1cccc(CC(=O)OCC(=O)NC2(C#N)CCCC2)c1
  i	-2%	-4%	-1%	-0.5%	11%	1%	-10%	14%
- CCc1ccc(C2c3c(oc4ccc(C)cc4c3=O)C(=O)N2c2nc(C)c(C)s2)cc1 (configuration not stated)
  i	·	·	-72%	0.2%	8%	5%	1%	-3%
- O=C(CNC(=O)c1ccc(Cl)cc1)OCC(=O)c1ccccc1
  i	11%	-10%	-2%	-0.2%	-6%	8%	1%	0%
- CCCc1cc(C(=O)N2CCN(C(c3ccccc3)c3ccccc3)CC2)no1
  i	-11%	9%	-25%	2.8%	?	-18%	?	-1%
- CC(CC(=O)N1CCN(S(=O)(=O)c2ccc(Cl)cc2)CC1)n1cncn1 (configuration not stated)
  i	9%	1%	16%	-0.1%	36%[activator]	-4%	6%	-1%

Some of the entries so far, as a markdown table.
| SMILES | ATXN viability | EPAC2 antag | MCF10A rerep | HepG2 viability | Nrf2 ARE act | TGFb inhibitor | ATXN2 expr inh | Nrf2 block | A549 tox |
| --- | --- | --- | --- | --- | --- | --- | --- | --- | --- |
| COc1ccc(C2C(C(=O)N3CCCCC3)c3ccccc3C(=O)N2C)cc1 (configuration not stated) | i | 3% | 12µM* | -19% | -0.2% | -8% | 3% | -6% | -27% |
| Cc1ccc(Nc2cc(C)nn2-c2nc(C)cc(=O)[nH]2)cc1 | 2µM* | 4% | ? | -27% | ? | 2.2µM* | 1.1µM* | 1.8µM* | 13µM* |

Returning to the listing, starting two compounds before the break.
Second line of a record – ATXN viability	EPAC2 antag	MCF10A rerep	HepG2 viability	Nrf2 ARE act	TGFb inhibitor	ATXN2 expr inh	Nrf2 block	A549 tox
- CCCc1cc(C(=O)N2CCN(C(c3ccccc3)c3ccccc3)CC2)no1
  i	-11%	9%	-25%	2.8%	?	-18%	?	-1%
- CC(CC(=O)N1CCN(S(=O)(=O)c2ccc(Cl)cc2)CC1)n1cncn1 (configuration not stated)
  i	9%	1%	16%	-0.1%	36%[activator]	-4%	6%	-1%
- CC(C)C(=O)Nc1ccc(Oc2ccc3c(c2)C(=O)NC3=O)cc1
  i	4%	-1%	21%	0.5%	?	-11%	-7%	-8%
- CC1(C)OCC(COC(=O)Nc2cccnc2)([N+](=O)[O-])CO1
  i	-7%	-5%	-2%	-0.6%	-1%	-22%	3%	2%
- Nc1ccc(Cl)c(-c2nc3ncccc3o2)c1
  i	-6%	?	-10%	5.2%	?	0%	1%	5%
- CC(=O)c1ccc(NS(=O)(=O)c2cc(-c3cnc(C4CC4)o3)ccc2C)cc1
  i	-3%	?	-21%&4%	-0.5%&-0.8%	-20%&0%	-13%&-5%	-13%	-10%&-10%
- Cc1ccc(S(=O)(=O)n2cnc(C)c2)cc1
  i	1%	-2%	-8%	-0.7%	16%	·	-7%	13%
- N#CCCN(Cc1cccnc1)C(=O)c1ccc(S(=O)(=O)N2CCOCC2)cc1
  i	-2%	-3%	-27%	0.3%	-29%	10%	8%	-1%
- Cc1nn(-c2ccccc2)c(Cl)c1/C=N\NC(=O)c1cncc(Br)c1
  ?	12%	-2%	1%	0.5%	0%	-7%	6%	11%
- O=C(CCN1C(=O)COc2ccccc21)NCCN1CCN(c2cccc(Cl)c2)CC1
  i	6%	48%	-33%	-0.2%	?	?	?	-2%
- O=C(NCCc1ccc(Cl)cc1)c1ccc(OCC2CCCO2)cc1 (configuration not stated)
  i	-2%	-4%	-18%	2.6%	-15%	13%	-4%	1%
- COc1cccc(C(=O)Nc2ccc3[nH]ncc3c2)c1OC
  i	13%	-10%	3%	0.5%	-4%	31%[activator]	15%	2%

Other compounds
Second line of a record – ATXN viability	EPAC2 antag	MCF10A rerep	HepG2 viability	Nrf2 ARE act	TGFb inhibitor	ATXN2 expr inh	Nrf2 block	A549 tox
- Nc1cc(N)cc(C(=O)Nc2ccc3c(c2)C(=O)NC3=O)c1
  i	14%	0%	11%	-0.1%	0%	5%	2%	0%
- O=C(NCc1cccc(Cl)c1)c1ccc2ccccc2n1
  i	-1%	12%	-34%	0.1%	0%	7%	?	0%
- O=c1c2cc(N3CCOCC3)ccc2[nH]c(=S)n1Cc1ccco1
  i	-2%	?	3%	25%	1%	36%	3%	-5%
- Cc1ccc(NC(=O)CSc2n[nH]c(-c3ccco3)n2)c(C)c1
  i	18%	-5%	1%	2.2%	32%[activator]	5%	?	1%
- COc1ccc(-c2cnc3c(NC=O)cc(-c4cccc(NS(C)(=O)=O)c4)cn23)cc1OC
  ?	2%	·	-1%	-2.9%	?	?	·	·
- CCOc1ccc(NC(=O)Nc2ccc(NC(C)=O)cc2)cc1
  i	-8%	5%	-2%	-0.1%	-1%	·	-4%	-5%
- Cc1ccccc1NC(=O)COC(=O)C1(C)CC1(Cl)Cl (configuration not stated)
  i	-8%	?	-38%	2.1%	2%	-16%	8%	-1%
- CNc1ncc(C(=O)c2ccc(Br)cc2)s1
  ?	-4%	-1%	0%	2.3%	10%	11%	?	-9%
- COc1cccc(C(=O)Nc2nnc(CCS(=O)(=O)c3ccc(C)cc3)s2)c1
  i	14%	6%	-13%	6.0%	-1%	-5%	16%	-2%
- Cc1cc(NC(=O)NC(C(F)(F)F)C(F)(F)F)no1
  i	0%	-1%	-5%	-0.8%	1%	6%	3%	5%

Seven records drawn at random from those above, as already listed:
Second line of a record – ATXN viability	EPAC2 antag	MCF10A rerep	HepG2 viability	Nrf2 ARE act	TGFb inhibitor	ATXN2 expr inh	Nrf2 block	A549 tox
- CNc1ncc(C(=O)c2ccc(Br)cc2)s1
  ?	-4%	-1%	0%	2.3%	10%	11%	?	-9%
- Nc1cc(N)cc(C(=O)Nc2ccc3c(c2)C(=O)NC3=O)c1
  i	14%	0%	11%	-0.1%	0%	5%	2%	0%
- COc1ccc(-c2cnc3c(NC=O)cc(-c4cccc(NS(C)(=O)=O)c4)cn23)cc1OC
  ?	2%	·	-1%	-2.9%	?	?	·	·
- Cc1ccc(NC(=O)CSc2n[nH]c(-c3ccco3)n2)c(C)c1
  i	18%	-5%	1%	2.2%	32%[activator]	5%	?	1%
- CCOc1ccc(NC(=O)Nc2ccc(NC(C)=O)cc2)cc1
  i	-8%	5%	-2%	-0.1%	-1%	·	-4%	-5%
- COc1cccc(C(=O)Nc2nnc(CCS(=O)(=O)c3ccc(C)cc3)s2)c1
  i	14%	6%	-13%	6.0%	-1%	-5%	16%	-2%
- Cc1cc(NC(=O)NC(C(F)(F)F)C(F)(F)F)no1
  i	0%	-1%	-5%	-0.8%	1%	6%	3%	5%

Next part:
Second line of a record – ATXN viability	EPAC2 antag	MCF10A rerep	HepG2 viability	Nrf2 ARE act	TGFb inhibitor	ATXN2 expr inh	Nrf2 block	A549 tox
- O=C(c1cccc(NS(=O)(=O)c2cccc(F)c2)c1)N1CCCC1
  i	2%	-2%	8%	-2.1%	2%	1%	-11%	1%
- Cc1ccc(NC(=S)Nc2cc(C(=O)O)ccc2N2CC3CC(C2)c2cccc(=O)n2C3)cc1C (configuration not stated)
  i	5%	?	-13%	0.1%	4%	8%	?	4%
- Cc1cn(Cc2ccccc2)c(=O)[nH]c1=O
  i	20%	?	6%	-0.2%	14%	-1%	9%	4%
- O=C(NCc1ccc(F)cc1)c1ccc(CSc2nc3ccncc3n2Cc2ccc(F)cc2)cc1
  ?	·	·	-13%	8.4%	?	-26%	?	-19%
- COC(=O)Cc1ccc(NC(=S)NCc2ccc(F)cc2)cc1
  i	10%	1%	-32%	-0.5%	0%	-10%	0%	-1%
- Cc1cc(-c2csc(NC(=O)c3ccc(=O)n(C)n3)n2)c(C)n1CC1CCCO1 (configuration not stated)
  ?	8%	0%	-2%	-0.7%	-7%	8%	-5%	-14%
